OXTR potentiator = potentiates the human oxytocin receptor response. P30559. AID 2445. activation, % at 3 µM. actives 0.061% (n = 320,000). CHO-OTR cells, Fluo-8 calcium fluorescence, potentiator mode; 0% = oxytocin EC15, 100% = EC100;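 active = activation above that plate's cutoff, the mean activation of tested compounds plus 3 SD, cut at about 6.6% in these data, passing the limit was not always enough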;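 also: 100% uses oxytocin at 75 nM as the full agonist control; some results filed as inactive read as strong as hits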
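Replication – single well per compound, singlicate · Assay system – CHO cell line stably expressing human OTR · Timing – 6 min pre-incubation, 100 s read · Measure – normalized max/min fluorescence ratio, % activation · Doses – 3.0 µM, one dose · Detection – Fluo-8 calcium dye fluorescence · Probe or stimulus – oxytocin near EC15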
M1 ag parental = M1 agonist counterscreen hit in parental CHO-K1 cells | activation, % at 3 µM | Fluo-8 calcium fluorescence; scaled to maximal ATP response, vehicle zero | AID 602248 | actives 0.48% (n = 360,000); in the data active = activation above about 15%;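 also: untransfected CHO-K1 host cells lacking M1 receptor as counterscreen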
M1 antag = antagonists of human M1 muscarinic receptor; actives 1.3% (n = 360,000); inhibition, % at 3 µM; CHO-K1 hM1, Fluo-8 calcium fluorescence, ACh EC80 antagonist;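 active = percent inhibition above its own plate's cutoff, namely the mean of that plate's compound wells plus 3 SD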;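 also: peak over basal fluorescence ratio during 140 s after agonist addition; 0% = ACh EC80 plus DMSO and 100% = DMSO alone without agonist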
Target sequence (P11229 whole entry, looked up): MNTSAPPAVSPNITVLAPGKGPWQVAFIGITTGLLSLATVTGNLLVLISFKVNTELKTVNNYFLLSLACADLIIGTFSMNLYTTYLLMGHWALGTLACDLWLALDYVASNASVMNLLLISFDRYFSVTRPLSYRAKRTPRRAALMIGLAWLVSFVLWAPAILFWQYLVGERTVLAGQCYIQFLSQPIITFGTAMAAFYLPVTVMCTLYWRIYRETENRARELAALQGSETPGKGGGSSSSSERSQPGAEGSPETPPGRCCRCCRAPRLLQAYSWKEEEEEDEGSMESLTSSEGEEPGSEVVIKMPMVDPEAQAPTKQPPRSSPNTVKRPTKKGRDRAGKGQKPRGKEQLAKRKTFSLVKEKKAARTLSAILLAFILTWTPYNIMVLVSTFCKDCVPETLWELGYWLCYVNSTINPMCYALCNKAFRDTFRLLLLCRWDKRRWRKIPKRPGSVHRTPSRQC
CHO-K1 Ca PAM = M1 PAM counterscreen hit in parental CHO-K1 cells; ATP EC20, Fluo-8 calcium fluorescence; 0% at ATP EC20, 100% at ATP max; activation, % at 3 µM; actives 0.02% (n = 360,000); AID 602247;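 active = activation above the run cutoff, the mean activation of all test compounds plus 3 SD, cut at about 40% in these data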;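 also: peak over basal fluorescence ratio in a 140 s read after ATP addition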
TAAR1 antag = human TAAR1 antagonism; Q96RJ0; CHO RD-HGA16 TAAR1, Fluo-8 calcium fluorescence, antagonist; inhibition, % at 3 µM; actives 1.5% (n = 360,000);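 active = inhibition above a per-plate cutoff, the mean inhibition of test compounds on that plate plus 3 SD, cut at about 49% in these data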;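 also: 0% = DMSO plus EC80 beta-PEA response and 100% = DMSO alone without agonist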
Target sequence (Q96RJ0 whole entry, looked up): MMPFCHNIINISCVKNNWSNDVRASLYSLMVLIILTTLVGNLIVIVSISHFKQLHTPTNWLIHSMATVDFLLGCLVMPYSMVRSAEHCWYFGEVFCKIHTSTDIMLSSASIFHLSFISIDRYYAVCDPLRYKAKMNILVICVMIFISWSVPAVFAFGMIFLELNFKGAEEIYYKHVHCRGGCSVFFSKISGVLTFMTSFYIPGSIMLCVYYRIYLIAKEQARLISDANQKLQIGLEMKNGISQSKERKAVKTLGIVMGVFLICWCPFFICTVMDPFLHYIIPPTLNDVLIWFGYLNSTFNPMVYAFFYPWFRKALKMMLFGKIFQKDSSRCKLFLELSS
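Test system – hTAAR1-expressing CHO RD-HGA16 cells, Gα16-coupled · Also added – β-PEA at EC80 concentration, post-compound challenge · Compound – 3 µM, single point · Incubation – dye loading 75 min at 37 °C, then 30 min room temperature · Measured by – Fluo-8 intracellular calcium dye fluorescence, real-time kinetic reads · Benchmarks – vehicle and agonist controls · Replicates – singlicate, one well per test compound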
CHO-K1 Ca antag = counter-screen for M1 antagonists: effect in parental CHO-K1 cells; ATP-induced calcium, Fluo-8 fluorescence; inhibition, % at 3 µM; actives 0.6% (n = 360,000); AID 602250;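 active = inhibition above a per-plate cutoff, the plate's mean sample inhibition plus 3 SD, cut at about 24% in these data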;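 also: 0% = DMSO plus EC80 ATP and 100% = DMSO alone without ATP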
TAAR1 agonist = agonists of human TAAR1. AID 624467. actives 0.99% (n = 360,000). Q96RJ0. CHO RD-HGA16 TAAR1, Fluo-8 calcium fluorescence; vehicle wells 0%, saturating PEA agonist 100%. activation, % at 3 µM;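 active = activation above the mean activation of all test compounds in the run plus 3 SD, cut at about 38% in these data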
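Assay system – CHO-derived RD-HGA16 cells with stable Gα16 and human TAAR1 · Compound dosing – one-point dosing at 3 µM (nominal) · Incubation – 17-24 h seeding, 75 min 37 °C dye, 30 min RT · Measured by – kinetic Fluo-8 calcium fluorescence · Control set – DMSO vehicle as 0%, PEA at EC100 as 100% · Repeats – single well for each compound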
CHO parental Ca = counter-screen: ATP calcium response change in parental CHO cells; parental CHO-K1, ATP-induced calcium, Fluo-8 fluorescence; inhibition, % at 5.6 µM; actives 0.63% (n = 330,000);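 active = inhibition above that plate's mean sample inhibition plus 3 SD, cut at about 26% in these data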;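 also: 0% = ATP-challenged DMSO wells and 100% = DMSO wells without ATP; some compounds past the cut are filed as inactive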
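Material: Parental CHO cells | Reagent: ATP | Compound dosing: Single nominal dose of 5.6 µM per compound | Detection: Intracellular calcium via Fluo-8 no-wash fluorescent dye | Read-out: % inhibition of ATP-induced calcium mobilization | Benchmarks: Low control ATP plus DMSO, high control DMSO only | Replicates: Singlicate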
CHRM1 agonist = human M1 muscarinic receptor agonism; CHO-K1 hM1, Fluo-8 calcium fluorescence, agonist mode; 0% DMSO, 100% acetylcholine EC100; activation, % at 3 µM; actives 0.33% (n = 360,000);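 active = activation above the run's mean compound activation plus 3 SD, cut at about 16% in these data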;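 also: peak over basal fluorescence ratio within a 140 s kinetic read after compound addition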
An asterisk follows results filed as active.

Screening Cc1ccc(NC(=O)Cn2c(=O)oc3ccccc32)cc1Cl returned OXTR potentiator -12, M1 ag parental 1.8, M1 antag 28, CHO-K1 Ca PAM -2, TAAR1 antag 14, CHO-K1 Ca antag -8, TAAR1 agonist 1, CHO parental Ca 0 and CHRM1 agonist -1.
Screening CCOc1ccc(N2C(=O)CNC2=S)cc1 returned OXTR potentiator 3, M1 ag parental 1.2, M1 antag -13, CHO-K1 Ca PAM 12, TAAR1 antag -10, CHO-K1 Ca antag -12, TAAR1 agonist 0, CHO parental Ca -6 and CHRM1 agonist 1.
For CCOC(=O)c1cccnc1SCC(=O)N(C)c1ccccc1 the results were OXTR potentiator -5, M1 ag parental 0.7, M1 antag -14, CHO-K1 Ca PAM 9, TAAR1 antag -10, CHO-K1 Ca antag -15, TAAR1 agonist 7, CHO parental Ca -16 and CHRM1 agonist -5.
`C#Cc1ccc([C@H]2C=C(C(=O)Nc3ccccc3)O[C@@H](OCc3ccc(CO)cc3)C2)cc1` gave OXTR potentiator 0, M1 ag parental 3.1, M1 antag 14, CHO-K1 Ca PAM 12, CHO-K1 Ca antag -5, CHO parental Ca -9 and CHRM1 agonist -4.
`Cc1ccc(C(C(=O)NC2CCCC2)N(CCCO)C(=O)Cn2nnc(-c3ccc(C)o3)n2)cc1` (configuration not stated) gave OXTR potentiator -6, M1 ag parental 0.0, M1 antag -2, CHO-K1 Ca PAM -6, TAAR1 antag -32, CHO-K1 Ca antag -4, TAAR1 agonist 3, CHO parental Ca -10 and CHRM1 agonist -2.
O=C(COc1ccc(-c2ccccc2)cc1)N1CCN(C(=O)c2cccnc2)CC1 was read as OXTR potentiator -7, M1 ag parental 0.9, M1 antag -9, CHO-K1 Ca PAM 8, TAAR1 antag -11, CHO-K1 Ca antag -3, TAAR1 agonist 3, CHO parental Ca -1 and CHRM1 agonist -3.
Cc1ccc(C)c(N2C(=O)c3ccc(C(=O)OCC(=O)c4c(N)n(C)c(=O)n(C)c4=O)cc3C2=O)c1 was read as OXTR potentiator -12, M1 ag parental 1.9, M1 antag 1, CHO-K1 Ca PAM 14, TAAR1 antag 31, CHO-K1 Ca antag -7, TAAR1 agonist 34, CHO parental Ca -7 and CHRM1 agonist -6.
Screening CC(C)(C)NC(=O)NC(=O)C[n+]1ccc(Cc2ccc([N+](=O)[O-])cc2)cc1 returned OXTR potentiator -14, M1 ag parental 1.8, M1 antag -6, CHO-K1 Ca PAM 23, TAAR1 antag -11, CHO-K1 Ca antag -13, TAAR1 agonist 1, CHO parental Ca -7 and CHRM1 agonist -10.
Screening CC(C)(C)N1C(=O)c2ccc(C(=O)O)cc2C1=O returned OXTR potentiator -10, M1 ag parental -0.1, M1 antag -1, CHO-K1 Ca PAM -6, TAAR1 antag -14, CHO-K1 Ca antag -3, TAAR1 agonist 2, CHO parental Ca -10 and CHRM1 agonist -1.
For COc1ccc2cc3c(N)nn(C(=O)c4cccc(F)c4)c3nc2c1 the results were OXTR potentiator -1, M1 ag parental 0.0, M1 antag -16, CHO-K1 Ca PAM 11, TAAR1 antag -4, CHO-K1 Ca antag -7, TAAR1 agonist -2, CHO parental Ca -7 and CHRM1 agonist -1.

Three compounds already listed, arranged by SMILES length, descending.
Screening CC(C)(C)NC(=O)NC(=O)C[n+]1ccc(Cc2ccc([N+](=O)[O-])cc2)cc1 returned OXTR potentiator -14, M1 ag parental 1.8, M1 antag -6, CHO-K1 Ca PAM 23, TAAR1 antag -11, CHO-K1 Ca antag -13, TAAR1 agonist 1, CHO parental Ca -7 and CHRM1 agonist -10.
O=C(COc1ccc(-c2ccccc2)cc1)N1CCN(C(=O)c2cccnc2)CC1 was read as OXTR potentiator -7, M1 ag parental 0.9, M1 antag -9, CHO-K1 Ca PAM 8, TAAR1 antag -11, CHO-K1 Ca antag -3, TAAR1 agonist 3, CHO parental Ca -1 and CHRM1 agonist -3.
Screening CC(C)(C)N1C(=O)c2ccc(C(=O)O)cc2C1=O returned OXTR potentiator -10, M1 ag parental -0.1, M1 antag -1, CHO-K1 Ca PAM -6, TAAR1 antag -14, CHO-K1 Ca antag -3, TAAR1 agonist 2, CHO parental Ca -10 and CHRM1 agonist -1.

Next records:
`COc1ccccc1N1C(=O)c2cccc3c(Cl)ccc(c23)C1=O` gave OXTR potentiator -4, M1 ag parental 1.2, M1 antag 1, CHO-K1 Ca PAM 8, TAAR1 antag -1, CHO-K1 Ca antag -9, TAAR1 agonist 5, CHO parental Ca -5 and CHRM1 agonist -2.
`CNC(=S)N(CCc1c(C)[nH]c2ccccc12)Cc1ccco1` gave OXTR potentiator -8, M1 ag parental 2.3, M1 antag 0, CHO-K1 Ca PAM 5, TAAR1 antag 24, CHO-K1 Ca antag -8, TAAR1 agonist 9, CHO parental Ca -27 and CHRM1 agonist -4.
`COc1ccc(-n2c(COc3ccccc3)nnc2SCc2ccc(C#N)cc2)cc1` gave OXTR potentiator -6, M1 ag parental 0.6, M1 antag 5, CHO-K1 Ca PAM 13, TAAR1 antag 6, CHO-K1 Ca antag -6, TAAR1 agonist 1, CHO parental Ca -16 and CHRM1 agonist -6.
CC(C)Nc1nc(NC(C)C)nc(SCCOC(=O)Nc2ccc(Cl)cc2Cl)n1 was read as OXTR potentiator -8, M1 ag parental 0.8, M1 antag -6, CHO-K1 Ca PAM 14, TAAR1 antag 3, CHO-K1 Ca antag 2, TAAR1 agonist 5, CHO parental Ca -26 and CHRM1 agonist -10.
For COC(=O)CCN1CCC2CC1c1cc(N3CCCCC3)ccc12 (configuration not stated) the results were M1 ag parental 1.1, M1 antag 2, CHO-K1 Ca PAM 26, TAAR1 antag -11, CHO-K1 Ca antag -11, TAAR1 agonist 1 and CHRM1 agonist -10.
For CCOC(=O)C1=C(C)N=c2s/c(=C\c3cccc(OCC(=O)O)c3)c(=O)n2C1c1ccccc1OC (configuration not stated) the results were OXTR potentiator -6, M1 ag parental 0.4, M1 antag -8, CHO-K1 Ca PAM 13, TAAR1 antag 4, CHO-K1 Ca antag -6, TAAR1 agonist 0, CHO parental Ca -3 and CHRM1 agonist -6.
`N#Cc1cnc2sc3ccccc3n2c1=N` gave OXTR potentiator 1, M1 ag parental 0.1, M1 antag -6, CHO-K1 Ca PAM -7, TAAR1 antag -1, CHO-K1 Ca antag 6, TAAR1 agonist 15, CHO parental Ca 11 and CHRM1 agonist -3.
Screening Cn1c(=O)c2[nH]c(N=NN3CCCCC3)nc2n(C)c1=O returned M1 ag parental 0.5, M1 antag -13, CHO-K1 Ca PAM 4, TAAR1 antag 9, CHO-K1 Ca antag -11, TAAR1 agonist 0 and CHRM1 agonist -5.
CCCCCCCCCCCCCCCC(=O)OC(CC(=O)O)C[N+](C)(C)C (configuration not stated) was read as OXTR potentiator -8, M1 ag parental 0.1, M1 antag -24, CHO-K1 Ca PAM 0, TAAR1 antag 23, CHO-K1 Ca antag 7, TAAR1 agonist 2, CHO parental Ca 10 and CHRM1 agonist -3.
`CCOc1ccc(-n2c(C)cc(C(=O)NS(=O)(=O)c3ccc(C)cc3)c2C)cc1` gave OXTR potentiator -4, M1 ag parental -0.2, M1 antag 3, CHO-K1 Ca PAM -9, TAAR1 antag -6, CHO-K1 Ca antag 12, TAAR1 agonist 8, CHO parental Ca -6 and CHRM1 agonist -6.
`Cc1ccc(N(C(=O)c2cc3ccccc3oc2=O)C2C=CS(=O)(=O)C2)cc1` (configuration not stated) gave OXTR potentiator 0, M1 ag parental 0.2, M1 antag -3, CHO-K1 Ca PAM -12, TAAR1 antag -8, CHO-K1 Ca antag 11, TAAR1 agonist 2, CHO parental Ca -7 and CHRM1 agonist 3.
`O=C(CSc1ccccc1)Nc1ccc(S(=O)(=O)NCC2CCCO2)cc1` (configuration not stated) gave OXTR potentiator -12, M1 ag parental 2.5, M1 antag 5, CHO-K1 Ca PAM 11, TAAR1 antag -20, CHO-K1 Ca antag -16, TAAR1 agonist 8, CHO parental Ca -17 and CHRM1 agonist 2.
Screening CSc1c(C#N)c(N)c(C#N)c2c1COC(C)(C)C2 returned OXTR potentiator -5, M1 ag parental 0.0, M1 antag -5, CHO-K1 Ca PAM 18, TAAR1 antag 3, CHO-K1 Ca antag -10, TAAR1 agonist 12, CHO parental Ca -20 and CHRM1 agonist 4.
`CCOC(=O)CC1ON(C)C(=O)N1c1ccc([N+](=O)[O-])cc1` (configuration not stated) gave OXTR potentiator -13, M1 ag parental 0.0, M1 antag -10, CHO-K1 Ca PAM 9, TAAR1 antag -26, CHO-K1 Ca antag 1, TAAR1 agonist 7, CHO parental Ca -3 and CHRM1 agonist -1.
C#CCOCCOCCOCCNc1nc(N2CCN(C(=O)Cn3cc(CCCCN)nn3)CC2)nc(N2CCN(C(=O)Cn3cc(CCCN=C(N)N)nn3)CC2)n1 was read as OXTR potentiator -11, M1 ag parental 0.5, M1 antag -10, CHO-K1 Ca PAM 21, TAAR1 antag 0, CHO-K1 Ca antag -20, TAAR1 agonist 22, CHO parental Ca 1 and CHRM1 agonist -11.
For Cn1cnnc1SCc1ccc(C(=O)N/N=C(/CCC(=O)O)c2ccc(C(C)(C)C)cc2)cc1 the results were M1 ag parental 0.4, M1 antag -7, CHO-K1 Ca PAM 5, TAAR1 antag -5, CHO-K1 Ca antag -14, TAAR1 agonist 2 and CHRM1 agonist -2.
O=C1C2C3C=CC(CC3)C2C(=O)N1/N=C/c1ccc(O)cc1 (configuration not stated) was read as OXTR potentiator -7, M1 ag parental 1.1, M1 antag -32, CHO-K1 Ca PAM 10, TAAR1 antag -20, CHO-K1 Ca antag -14, TAAR1 agonist -2, CHO parental Ca -8 and CHRM1 agonist 0.
CCOc1ccccc1NC(=O)C(Sc1ccccc1)c1ccccc1 (configuration not stated) was read as OXTR potentiator -17, M1 ag parental 0.0, M1 antag 14, CHO-K1 Ca PAM 7, TAAR1 antag 57*, CHO-K1 Ca antag 4, TAAR1 agonist 12, CHO parental Ca 57* and CHRM1 agonist -6.
For CC(C)=CC(=O)OCC(=O)Nc1cccc([N+](=O)[O-])c1 the results were OXTR potentiator 0, M1 ag parental 6.2, M1 antag -6, CHO-K1 Ca PAM 18, TAAR1 antag 15, CHO-K1 Ca antag 6, TAAR1 agonist 0, CHO parental Ca -1 and CHRM1 agonist -5.

Compound activity deposited in PubChem by The Scripps Research Institute Molecular Screening Center.
